Assay outcomes (PubChem BioAssay)
Lipid storage S3: qHTS Assay for Lipid Storage Modulators in Drosophila S3 Cells; hit rate 0.64% among 320,000; Drosophila S3 cells, BODIPY lipid droplet fluorescence, 18-24 h; cells fed with added oleic acid; Potency in µM for hits, for the others lipid storage change, negative = inhibition, % at the top dose, mostly 46.1 µM; active means well fitted inhibition curve with a large enough effect in the signal ratio, with a control signal flat, not every such curve was filed as active; inconclusive means small, poorly fitted or top-dose-only effect, or effect the other way, or a change in a side signal; the % refers to the signal ratio
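Drosophila S3 cells loaded with oleic acid (400 uM, as added) and compounds at several concentrations; lipid droplets imaged by 488-nm laser-scanning cytometry, 500–530 nm intensity and object ratio to cell channel. Percent activity normalized to 20 uM Triacsin C.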
Lipid storage S3 cell count max: second read-out of Lipid storage S3, no call of its own (marks repeat the call); cell number change, %; measured here: cell count max response;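 cells counted by Cell Tracker Red CMTPX staining in the red channel; peak over a dose series mostly up to 46.1 µM; percent activity relative to internal control wells on each plate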
Active calls of the source: *; i = inactive; ? = inconclusive; / = not tested or not shown; [ ] = dose if it differs, or a comment. On the % scale 0 is the no-effect control and ±100 the full control effect; potency means the concentration at half of the fitted maximal effect. This is a subset; count on the stated rates, not on these rows.

SMILES	Lipid storage S3	Lipid storage S3 cell count max
c1ccc2oc(Cc3ccc(Cc4nc5ccccc5o4)cc3)nc2c1	8.4%	1.1
O=[N+]([O-])c1ccc(OCC(O)CNC2CCCC2)cc1 (centres undefined)	0.9%	10.3
O=C(Nc1ccc(N2CCOCC2)cc1)C1CCN(S(=O)(=O)Cc2ccccc2)CC1	?	/
O=c1sc2ccccc2n1CCCOc1ccccc1	14.6%	-4.4
Cn1c2c(c3ccccc31)CC/C2=N\O	i	17.0
CSCc1nnc(NC(=O)c2ccc(S(=O)(=O)N3CCCCC3C)cc2)o1 (centres undefined)	i	0.4
CCN(CC)CCCNC(=O)c1csc(Nc2cccc3ccccc23)n1	?	/
Cc1cc(C)cc(NC(=O)c2c(C)nc3ccccn23)c1	9.8%	12.3
CCNC(=S)N(Cc1cc2cc(C)ccc2[nH]c1=O)C1CCCC1	?	/
COC(=O)c1sc2nc(N)c(C#N)cc2c1N	?	/
CCCc1cc(C(=O)Nc2cccc(C(C)=O)c2)no1	?	/
Cc1ccc2c(CSc3nnc4ccccn34)cc(=O)oc2c1C	?	/
CC(C)(C)Nc1c(-c2ccc(O)cc2)nc2ccc(Cl)cn12	-6.3%	20.8
Cc1cc(C(=O)c2cnc(/N=C/N(C)C)s2)cc(C)c1O	?	/
CCC(C)(C)NC(=O)C(c1ccc(C)cc1)N(Cc1ccco1)C(=O)Cn1nnc2ccccc21 (centres undefined)	?	/
CCOC(=O)c1cnc2c(c(C)nn2CC)c1NCCN1CCOCC1	13.0%	22.7
C/C(=N\NC(=O)c1ccc(Br)cc1)c1cccnc1	i	/
CCN1CCCC1CNS(=O)(=O)c1ccc(Cl)c(C(F)(F)F)c1 (centres undefined)	?	/
O=C(O)c1cc(O)ccc1NC(=O)c1cccc2ccccc12	-3.8%	13.4
Cc1cccc(NC(=S)NNC(=O)c2ccccc2Br)c1	?	/
O=C(CNC(=O)c1ccccn1)N/N=C/c1ccccc1	-19.9%	-18.5
NCCCS(=O)(=O)O	?	-15.0
Cc1sc2nc(SCC(N)=O)n(C)c(=O)c2c1C	-9.7%	-26.7
CCCCN(C)CCN1C(=O)C2C(C(=O)Nc3cccc(OC)c3)C3C=CC2(O3)C1C(=O)NC1CCCCC1C (centres undefined)	?	/
CCSC1(SCC)N=C(N)C2(C#N)C(c3ccccc3)NC(C)=CC12C#N (centres undefined)	6.4%	13.5
CCn1nc(C(=O)NNC(=O)c2cc(Cl)ccc2OC)c2ccccc2c1=O	-20.0%	-3.2
O=C(c1ccc(=O)n(Cc2ccc(Cl)c(Cl)c2)c1)N1CCOCC1	?	/
Cc1cc(=O)n2[nH]c(-c3ccccc3)cc2n1	6.0%	11.1
Cc1cc(NS(=O)(=O)Cc2ccccc2)no1	?	/
O=C(CSc1ncccc1C(=O)O)NCc1ccc(F)cc1	4.8%	-8.8
CC1CCC2C(=O)N(c3cccc(C(=O)Nc4ccc(F)cc4)c3)C(=O)C2C1 (centres undefined)	?	/
COc1cc(C(=O)NC(=S)Nc2cccc3nc(C)ccc23)cc(OC)c1OC	?	/
N#CC1=C(N)N(c2ccccc2)C(c2cccc([N+](=O)[O-])c2)C1(C#N)C#N (centres undefined)	?	/
Cc1cc(N/N=C/c2ccccc2O)nc(N2CCOCC2)n1	1.0%	17.5
C=CC[n+]1c(C)csc1Nc1cccc(Br)c1	?	/
CC(=O)Nc1ccc(NC(=S)NC(=O)C2CC2)cc1	-10.0%	-20.8
CCOC(=O)C1=C(C)N(C)C(=O)NC1c1ccc2c(c1)OCO2 (centres undefined)	?	/
Nc1ccc(SCc2cccnc2)cc1	?	/
CCCCC(=O)Nc1ccc(NC(=O)C2CC2)cn1	?	/
COc1cc(/C=C/C(=O)c2ccc3c(c2)OCCO3)cc(Br)c1OCC(=O)N(C)C	i	-4.2
CCc1c(C)c2ccc(OCC(=O)OC(C)C)c(C)c2oc1=O	0.3%	17.0
CC(C)Oc1ccccc1/C=N/NC(=O)c1ccccc1Cl	?	/
O=C(Cc1ccccc1)NCC(=O)OCC(=O)c1ccc(F)cc1	16.2%	/
CC(=O)NC1=NN(C(C)=O)C(c2ccccc2)S1 (centres undefined)	?	/
c1ccc(N2CCN(c3nc4cc5c(cc4s3)OCO5)CC2)cc1	?	/

The final 6 compounds of the section before lead into the next:
SMILES	Lipid storage S3	Lipid storage S3 cell count max
COc1cc(/C=C/C(=O)c2ccc3c(c2)OCCO3)cc(Br)c1OCC(=O)N(C)C	i	-4.2
CCc1c(C)c2ccc(OCC(=O)OC(C)C)c(C)c2oc1=O	0.3%	17.0
CC(C)Oc1ccccc1/C=N/NC(=O)c1ccccc1Cl	?	/
O=C(Cc1ccccc1)NCC(=O)OCC(=O)c1ccc(F)cc1	16.2%	/
CC(=O)NC1=NN(C(C)=O)C(c2ccccc2)S1 (centres undefined)	?	/
c1ccc(N2CCN(c3nc4cc5c(cc4s3)OCO5)CC2)cc1	?	/
COc1ccc(OC)c(NC(=O)c2ccc(S(=O)(=O)N3CCOCC3)cc2)c1	?	/
COc1ccc(CCNC(=O)C2CCN(C(=O)c3ccccc3C)CC2)cc1	3.1%	15.6
CC(C)(C)NC(=O)c1cc(C(C)(C)C)c(O)c(C(C)(C)C)c1	7.9%	-7.0
O=C(OCc1ccccc1)C1=NNC2C(=O)N(c3ccccc3)C(=O)C12 (centres undefined)	?	/
Cc1ccc(NC(=O)CSCc2ccco2)cc1	?	/
O=C(NCc1cccnc1)Nc1ccc(Cl)cc1	?	/
O=C(CN1C(=O)NC2(CCOc3ccccc32)C1=O)Nc1cccc(Cl)c1 (centres undefined)	29.2%	23.7
COc1ccccc1C(CC(=O)Nc1ccc(Cl)cc1)c1ccc(OC(C)C)cc1 (centres undefined)	?	/
Cc1ccccc1OCCCCn1cnc2ccccc21	?	/
O=C(NCC(=O)N(c1ccc2c(c1)OCO2)C(C(=O)NC1CCCC1)c1cccs1)c1ccco1 (centres undefined)	15.5%	2.2
Nc1cc(=O)[nH]c(SCC(=O)Nc2ccc([N+](=O)[O-])cc2)n1	?	/
O=C(CN1CCCCC1)N1CCN(C(=O)CN2CCCCC2)CC1	?	/
CC(C)(C)CN1C(=O)C(=O)NC[C@H]1Cc1ccc(O)cc1	6.3%	-2.1
CC(C)CNS(=O)(=O)c1ccc(C(=O)Nc2ccc3c(c2)OCO3)cc1	?	/
Cc1ncc(CO)c(/C=N/N=C/c2ccccc2O)c1O	2.2%	-8.5
COc1ccc(C(=O)N2CCOC2CNC(=O)C(=O)NCc2ccco2)cc1 (centres undefined)	-6.2%[9.22 µM]	/
COc1ccc(C(CNC(=O)C(Cc2ccccc2)NC(N)=O)N(C)C)cc1 (centres undefined)	-0.2%	7.3
O=C(CCc1ccccc1)OCC(=O)c1ccc([N+](=O)[O-])cc1	3.4%	1.2
Cc1ccc([C@@H]2[C@@H]3C(=O)N(c4ccccc4)C(=O)[C@@H]3[C@]3(C)C(=O)N(Cc4ccccc4)CC(=O)N23)o1	?	/
COC(=O)Nc1ccc(S(=O)(=O)N2CCC(C(=O)N3CCC(C)CC3)CC2)cc1	?	/
CN(C)c1ccc(C=C(c2nnnn2-c2ccccc2)c2nnnn2-c2ccccc2)cc1	?	/
CC12CCC(C(=O)NCc3ccco3)(OC1=O)C2(C)C (centres undefined)	?	/
COc1ccc(CCN2C(=S)N(c3ccccc3)C(=O)C2CC(=O)O)cc1OC (centres undefined)	8.0%	19.6
CCOC(=O)c1sc(NC(=O)C2=COCCO2)c(C#N)c1C	?	/
COc1ccc(OC)c(CCNC(=O)Cn2nc(C)c3c(C)n(-c4ccccc4)nc3c2=O)c1	?	/
COc1ccccc1CN1CCC(CNS(=O)(=O)c2cc(-c3onc(C)c3C)ccc2OC)CC1	?	/
O=C(NNC(=O)c1cccc2ccccc12)c1ccc2c(c1)OCO2	2.1%	31.8
CCCn1cnc2cc(NCc3cccc(OC)c3O)ccc21	?	/
COc1ccccc1NC(=O)COC(=O)c1c[nH]c(=O)[nH]c1=O	?	/
O=C(c1ccccc1)c1c[nH]c2ccccc12	9.5%	0.7
Cc1nc2cc(C)c(C)cc2s1	?	/
COC(=O)c1sccc1NC(=O)CSCCc1ccncc1	0.5%	-0.4
CN(C)S(=O)(=O)Nc1ccc(NS(=O)(=O)N(C)C)c(S(=O)(=O)c2ccccc2)c1	10.2%	11.6
COc1ccc(-c2cc(C(F)(F)F)n3nc(C(=O)NCc4ccco4)cc3n2)cc1OC	?	/
CCCCc1ccc(N2C(=NC(=O)C3CCCO3)SC3CS(=O)(=O)CC32)cc1 (centres undefined)	?	/
Oc1c(Cl)cc(Cl)cc1C=Nc1ccc2c(c1)OCCO2	i	18.3
COC(=O)c1ccc(/C=C(\C#N)C(=O)NC(C)c2ccccc2)cc1 (centres undefined)	?	/
O=C(c1ccc(CS(=O)Cc2ccc(Cl)cc2)o1)N1CCN(c2ccc(F)cc2)CC1 (centres undefined)	?	/
COc1cc(S(=O)(=O)N2CCOCC2)ccc1NC(=O)COc1ccc(N(C)S(=O)(=O)c2ccc(C)cc2)cc1	1.8%	-3.0
CC1CN(C(=O)/C(C#N)=C2\N=C(NC(=O)c3ccc(F)cc3)c3ccccc32)CC(C)O1 (centres undefined)	-11.1%	-5.7
Cn1c(=O)oc2cc(S(=O)(=O)N3CCC(C(=O)N4CCN(c5ccccc5)CC4)CC3)ccc21	23.5%	2.7
COCc1cc(=O)n2[nH]c(C)cc2n1	?	/
Cc1ccc(Cn2cc(C(=O)c3ccc(F)cc3)c(=O)c3cc4c(cc32)OCCO4)cc1	?	/
NC(=O)C1CCN(C(=O)c2ccc(Oc3ccccc3)cc2)CC1	?	/
O=C(NC1CCCCC1)C(c1ccccc1)N(C(=O)c1csnn1)C1CCCC1 (centres undefined)	?	/
COc1ccccc1/C=C/CN1CCCCC1	-15.2%	13.5
CCOC(=O)c1c(C)[nH]c(C)c1S(=O)(=O)NC1CCN(C(=O)OCC)CC1	?	/
Nc1ncnc(Nc2ccccc2Cl)n1	?	/
CCO[C@H]1OC(C(=O)O)=C[C@@H](c2ccc(C(F)(F)F)cc2)[C@@H]1CCCO	?	/
CCN(CC(=O)Nc1ccc(NC(C)=O)cc1)CC(=O)Nc1cc(C)on1	?	/
CCOc1ccccc1OCC(=O)NNC(=S)NC1CCCCC1	?	/
COc1ccccc1CNC(=O)COc1ccc(S(=O)(=O)N2CCOCC2)cc1	-25.4%[0.0737 µM]	-9.8
Cc1cccc(C)c1N1CCN(S(=O)(=O)c2ccc(F)cc2)CC1	i	-4.5
N#Cc1c(N)nc2c3c(sc(=N)c2c1N)NC(=O)CC3c1ccccc1Cl (centres undefined)	29.2%	20.7
Cc1ccc(C)c(C(=O)CCC(=O)Nc2ccc(F)cc2)c1	-20.0%	-0.3
Cc1cc(Cl)ccc1Oc1nc(-c2ccccc2)ncc1S(C)(=O)=O	?	/
C=CCn1c(SCC(=O)NCC(=O)OCC)nnc1-c1cccc(OC)c1	?	/
COc1ccc(C(C)=O)cc1CSc1ccc(S(=O)(=O)N2CCCCC2)cn1	?	/
O=C(Nc1cccc2ccccc12)c1cn(-c2ccccc2)nc1-c1cccs1	7.2%	-16.8
O=C1CN(C(=O)c2cnccn2)c2ccccc2N1	0.8%	14.0

Additional structures follow.
SMILES	Lipid storage S3	Lipid storage S3 cell count max
COC(=O)c1ccc2c(c1)NC(=O)c1ccccc1S2	9.3%	-1.0
Cc1noc(C(=O)NCc2cccnc2)c1Cl	1.2%	4.0
c1ccc2c(c1)ncn2CCCCOc1ccc2c(c1)CCC2	?	/
O=C(COC(=O)Cc1ccc(F)cc1)NC1CCCC1	?	/
CCOC(=O)CC(C#N)c1c[nH]c2ccccc12 (centres undefined)	?	/
O=c1cc[nH]c2cc(C(F)(F)F)ccc12	1.7%	-4.1
CC/C(=N\Nc1nncc2ccccc12)c1ccc(F)cc1	?	/
NC(=Nc1ccc(N)cc1)C(N)=Nc1ccc(N)cc1	5.9%	25.3
CC/C(=N\NC(=O)Nc1ccccc1)c1ccccc1	-0.8%	-2.7
O=C(CN1C(=O)c2ccccc2S1(=O)=O)NCCc1ccccc1	?	/
OCC(O)CSc1nc(-c2ccccc2)nc2c1CCC2 (centres undefined)	-1.7%	17.0
COCC(C)NS(=O)(=O)c1ccc(NC(=O)c2ccccn2)cc1 (centres undefined)	?	/
COc1cccc(NC(=O)CS(=O)(=O)Cc2nc(-c3ccc(C)cc3)oc2C)c1	?	/
O=S(=O)(Nc1nccs1)c1ccc(NS(=O)(=O)c2cccs2)cc1	4.5%	0.5
Cc1nn(CC(=O)NCCN2CCOCC2)c(=O)c2ccccc12	-7.4%	1.0
O=C(CSc1nnc(-c2ccccn2)n1Cc1ccccc1)NC1CCCC1	?	/
NS(=O)(=O)c1cccc(NC(=O)CCCC2CCCCC2)c1	?	/
CCN(CC)C(=O)CSc1nnc(CCNC(=O)OC(C)(C)C)o1	?	/

Copied from the list.
O=S(=O)(Nc1nccs1)c1ccc(NS(=O)(=O)c2cccs2)cc1 @ Lipid storage S3 = 4.5%
Cc1noc(C(=O)NCc2cccnc2)c1Cl @ Lipid storage S3 = 1.2%
COC(=O)c1ccc2c(c1)NC(=O)c1ccccc1S2 @ Lipid storage S3 cell count max = -1.0

3 entries out of the list, arranged by length of the SMILES, descending:
SMILES	Lipid storage S3	Lipid storage S3 cell count max
O=S(=O)(Nc1nccs1)c1ccc(NS(=O)(=O)c2cccs2)cc1	4.5%	0.5
CCN(CC)C(=O)CSc1nnc(CCNC(=O)OC(C)(C)C)o1	?	/
NS(=O)(=O)c1cccc(NC(=O)CCCC2CCCCC2)c1	?	/
